DDE Tn7 FP inh – inhibitors of Tn7 peptide binding to human fibrin DD(E); FP displacement of FITC-Tn7 peptide from fibrin DD(E); 0% = median of compound wells per plate; inhibition, % at 8.3 µM; actives 0.13% (n = 370,000); AID 720508;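 active = inhibition above the mean of compounds falling within the control limits plus 3 SD of them, cut at about 14% in these data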;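 note: 0% = plate median of compound wells and 100% = 10 µM Aha-Tn7 peptide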
Target sequence (P02675 whole entry, looked up): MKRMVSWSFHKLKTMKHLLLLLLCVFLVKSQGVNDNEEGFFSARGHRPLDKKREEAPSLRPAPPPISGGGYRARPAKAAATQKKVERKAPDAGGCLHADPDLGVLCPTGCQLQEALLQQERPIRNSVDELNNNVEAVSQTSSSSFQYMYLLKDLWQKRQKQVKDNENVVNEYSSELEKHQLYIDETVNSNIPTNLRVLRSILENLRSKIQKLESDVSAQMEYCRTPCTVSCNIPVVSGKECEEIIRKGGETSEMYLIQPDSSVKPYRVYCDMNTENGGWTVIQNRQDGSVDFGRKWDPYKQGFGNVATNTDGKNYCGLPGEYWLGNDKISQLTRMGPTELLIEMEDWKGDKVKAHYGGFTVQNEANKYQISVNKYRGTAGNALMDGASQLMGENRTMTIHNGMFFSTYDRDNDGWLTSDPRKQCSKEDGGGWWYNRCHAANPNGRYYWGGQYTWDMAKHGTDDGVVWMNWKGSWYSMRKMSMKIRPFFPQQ
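Test system – human fibrin DD(E) · Times – 10 min preincubation, 3 h with tracer, room temperature · Detection – fluorescence polarization of the labelled Tn7 tracer · Measure – percent inhibition normalized to high-control wells · Benchmarks – high control wells with 10 µM unlabelled Aha-Tn7 peptide (full inhibition) · Repeats – singlicate testing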
KLK7 zymogen act – proKLK7 (human) activation, primary screen; purified proKLK7, EDANS-DABCYL substrate fluorescence; 100% is mature enzyme control, 0% vehicle; activation, % at 7 µM; actives 0.9% (n = 370,000); AID 652039;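 active = activation above the mean of all tested compounds plus 3 SD, computed per campaign excluding outliers beyond control limits, cut at about 13% in these data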
PLCb3 inh – blocks human PLC-beta3 enzyme activity | Q01970 | Purified PLC-beta3, fluorogenic substrate, fluorescence | inhibition, % at 12.2 µM | actives 0.18% (n = 370,000); in the data active = inhibition above about 11%;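 note: 0% = median of compound wells on plate and 100% = full blocker control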
ARFGAP1 inhibitor – rat ARFGAP1 inhibition | Q62848 | Arfgap1-stimulated ARF1 GTP hydrolysis, GDP FP detection | inhibition, % at 16.5 µM | actives 0.26% (n = 360,000) | AID 651572;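 active = inhibition above a per-plate limit, mean inhibition of low control wells plus 3 SD, cut at about 25% in these data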;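 note: 0% = DMSO wells with enzyme and 100% = wells lacking Arfgap1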
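Material: rat Arfgap1 catalytic domain, aa 1-136; also added: human ARF1(Δ1-17)-GTP substrate; compound dosing: one concentration, 16.5 µM, DMSO 1.26%; incubation: GTP hydrolysis reaction 2 h at 25 °C; measured by: Tracer-displacement fluorescence polarization with EDTA stop, 620/688 nm; evaluation: % inhibition from polarization; repeats: one replicate per compound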
ADAM17 inh – inhibitors of human ADAM17 | actives 0.83% (n = 370,000) | AID 720648 | recombinant ADAM17, EDANS/DABCYL FRET peptide cleavage | inhibition, % at 6.95 µM | P78536;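 active = inhibition above the mean of compounds lying between control limits plus 3 SD, set per campaign, cut at about 8.5% in these data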;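 note: 0% = DMSO-only wells as the low control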
Target sequence (P78536 215-824 limits assumed): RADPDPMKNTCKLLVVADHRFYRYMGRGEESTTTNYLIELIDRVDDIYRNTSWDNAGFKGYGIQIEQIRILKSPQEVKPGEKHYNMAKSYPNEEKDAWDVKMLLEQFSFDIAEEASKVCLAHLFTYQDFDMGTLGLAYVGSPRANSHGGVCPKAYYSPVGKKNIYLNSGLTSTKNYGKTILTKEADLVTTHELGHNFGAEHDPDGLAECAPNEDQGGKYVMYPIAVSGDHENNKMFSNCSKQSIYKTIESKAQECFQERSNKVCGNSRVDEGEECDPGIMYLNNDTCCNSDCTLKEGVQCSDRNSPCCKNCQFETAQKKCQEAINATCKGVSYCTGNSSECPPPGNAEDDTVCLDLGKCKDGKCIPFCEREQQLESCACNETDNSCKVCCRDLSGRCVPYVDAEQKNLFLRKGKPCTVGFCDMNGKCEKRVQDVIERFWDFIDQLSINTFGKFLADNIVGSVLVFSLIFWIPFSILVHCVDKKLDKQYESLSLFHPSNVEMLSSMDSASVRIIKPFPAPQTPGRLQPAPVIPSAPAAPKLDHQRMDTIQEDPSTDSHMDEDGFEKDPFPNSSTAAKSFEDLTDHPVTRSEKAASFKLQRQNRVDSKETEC
Tn6 DDE FP – inhibitors of Tn6 peptide binding to human fibrin DD(E) | actives 0.21% (n = 370,000) | P02675 | Fibrin DD(E) TRITC-Tn6 fluorescence polarization displacement | inhibition, % at 8.3 µM;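 active = inhibition above a per-campaign cutoff: mean of compounds within control limits plus 3 SD, cut at about 15% in these data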;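 note: 0% = median of all compound wells on the plate and 100% = blocking peptide control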
MBD2 inh – MBD2-methylated oligo binding inhibition | AID 686964 | Q9UBB5 | actives 0.31% (n = 370,000) | inhibition, % at 4.4 µM | TR-FRET, MBD2 binding to methylated oligonucleotide; in the data active = inhibition above about 13%
ASAP1 inh – inhibitors of human ASAP1 ArfGAP activity; Q9ULH1; ASAP1-stimulated ARF1 GTP hydrolysis, GDP FP detection; inhibition, % at 16.5 µM; actives 0.19% (n = 360,000); AID 624377; in the data active = inhibition above about 25%;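 note: 0% = vehicle with enzyme and substrate and 100% = no enzyme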
UHRF1 binding – blocks human UHRF1 binding to methylated DNA; Q96T88; UHRF1 binding to methylated oligo, TR-FRET; inhibition, % at 4.4 µM; actives 0.75% (n = 370,000); AID 687016; in the data active = inhibition above about 21%;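 note: UHRF1 SRA domain binding a hemimethylated CpG hairpin DNA probe; 0% = median of test compound wells and 100% = reference inhibitor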
PLCg1 inh – PLC-gamma1 (human) inhibition, primary screen | purified PLC-gamma1, fluorogenic substrate, fluorescence | inhibition, % at 12.2 µM | actives 0.84% (n = 370,000) | AID 720700; in the data active = inhibition above about 9.5%
Active calls of the source: *; x = not tested or not shown.

SMILES	DDE Tn7 FP inh	KLK7 zymogen act	PLCb3 inh	ARFGAP1 inhibitor	ADAM17 inh	Tn6 DDE FP	MBD2 inh	ASAP1 inh	UHRF1 binding	PLCg1 inh
CCCNC(=O)c1ccc(-c2nc3ccccc3s2)s1	-5.3	-8.3	-257.7	9.5	-408.9	-5.1	0.1	-16.0	-4.7	-178.9
COc1ccc(CNC(=O)C(=O)NCC2OCCN2S(=O)(=O)c2ccccc2)cc1 (stereo unspecified)	5.0	0.1	-9.8	6.7	-3.1	-1.6	4.3	8.0	0.3	-4.5
CCOC(=O)c1sc(NC(=O)c2cccc(S(=O)(=O)N3CCN(C)CC3)c2)cc1C	7.4	0.3	-43.1	-2.1	0.3	-1.1	-1.2	1.0	-2.2	-34.4
COc1ccc(-c2nnc(SCC(=O)c3cccs3)n2-c2ccc(Cl)cc2)cc1	-7.7	-0.1	6.4	-5.3	5.1	2.1	1.8	-7.5	2.3	2.6
Cc1cccc(N/C(N)=N/c2nc(C)cc(=O)[nH]2)c1	7.5	0.0	-3.0	3.5	-2.0	6.0	-0.9	11.8	1.7	-2.1
CCOCCCNC(=O)c1ccccc1NC(=O)C1=C(C)OCCS1	2.2	-0.5	1.7	7.8	0.1	-0.9	2.8	11.5	-4.3	4.3
Cc1ccc(OCCSc2nc3ccccc3n2CCC(=O)O)c(C(C)C)c1	3.1	-0.1	0.6	9.3	-6.0	-1.7	4.1	-4.4	2.9	0.9
CN(C)c1ccc(C(=O)NC2CCCCN(Cc3ccc(Cl)cc3)C2=O)cc1 (stereo unspecified)	-0.6	0.6	-5.6	x	0.5	-0.6	0.5	x	-1.3	2.6
O=C(NN=C1CCCC1)c1n[nH]c2c1CCCC2	3.5	-0.2	2.6	-12.3	-1.4	0.7	-1.1	17.9	-4.4	0.3
O=C(COc1ccccc1/C=C1\SC(=O)NC1=O)Nc1ccc(F)cc1	8.2	-0.2	-0.4	-15.2	1.8	4.6	-1.4	7.0	-5.3	3.4
COc1ccc(NC(=O)CCC(=O)N2CCCC2)c([N+](=O)[O-])c1	-1.1	0.3	-1.3	8.7	-0.8	3.6	1.5	-1.1	-0.8	-3.8
CCOC(=O)N(C)C[C@@H]1OCc2cnnn2CCCC(=O)N([C@H](C)CO)C[C@@H]1C	-11.0	-0.9	7.0	-10.2	3.8	-0.9	-1.7	2.9	1.5	7.4
Oc1cc2ccccc2nc1-c1ccccc1Cl	-7.6	-1.8	-111.7	3.5	-39.7	-2.9	2.5	7.5	1.0	-81.4
O=c1c(Cl)c(N2CCCCC2)cnn1-c1nc2ccccc2[nH]1	-9.9	0.4	-7.1	-7.9	4.3	1.6	5.4	12.0	2.1	-2.8
COC(=O)C1=C(C)OC(N)=C(C#N)C1c1cc2cc(C)ccc2nc1Cl (stereo unspecified)	5.8	1.8	-33.8	2.7	-5.1	-0.6	0.1	-9.2	3.6	-30.9
COc1ccc(S(=O)(=O)N2CCOCC2)cc1NC(=O)CCc1c[nH]c2ccccc12	-3.7	0.2	-3.1	15.7	0.2	6.5	-3.8	10.5	-1.9	-0.1
Cn1c(=O)c(C(=O)NNC(=O)c2cccc(Cl)c2)c(O)c2ccccc21	0.4	0.2	-9.4	0.2	-1.8	2.9	-5.8	2.3	-3.0	-3.2
Cc1cc(NC(=O)C2CC(c3c(F)cccc3Cl)=NO2)n(-c2ccccc2)n1 (stereo unspecified)	-0.1	0.2	1.2	-1.7	-0.9	-3.6	3.2	-10.4	0.8	0.8
COc1ccccc1/C=C/C(=O)OCC(=O)c1c[nH]c2ccccc12	3.6	-3.3	-36.2	16.3	-11.3	-4.0	-4.8	3.9	1.0	-28.1
Cc1ccccc1C(=O)NC1CCN(CC(=O)Nc2c(C)cccc2C)CC1	1.3	0.5	3.0	11.5	-4.3	-2.1	0.8	5.6	-0.3	0.2
O=C(Nc1ccccc1)c1ccc(NCC2CCCO2)c(S(=O)(=O)N2CCOCC2)c1 (stereo unspecified)	-0.9	-0.2	3.0	5.7	0.7	-2.5	2.7	4.0	-3.5	1.1
Cc1cc(C)c2nc(NC(=O)C3CC(=O)N(Cc4ccco4)C3)sc2c1 (stereo unspecified)	7.8	0.4	-8.1	8.2	-0.6	-0.3	-4.7	-14.6	-0.4	0.5
CCCC(=O)NC(=S)Nc1ccc(S(=O)(=O)N2CCc3ccccc32)cc1	1.7	0.0	-6.0	3.9	4.3	-4.9	-0.6	-2.2	-1.3	3.9
CC(=O)Nc1ccc(N(C(=O)c2ccco2)C(C(=O)NC2CCCC2)c2ccncc2)cc1 (stereo unspecified)	-1.2	0.2	-1.1	17.8	-0.5	-6.5	-3.6	-0.6	-1.9	2.6
Cn1c(=O)c2cc(NC(=S)NC3CCCCC3)ccc2n1Cc1ccc(F)cc1	8.3	9.1	-255.2	1.1	-147.2	1.1	1.0	13.2	-0.6	-197.9
COc1cc(C)ccc1OCCOc1c(Cl)cc(Cl)cc1Cl	0.9	0.9	2.7	-2.9	-2.4	6.8	-4.5	-16.7	1.0	1.2
COc1ccccc1NS(=O)(=O)c1cccc(NC(=O)Cc2cccs2)c1	-1.9	-0.2	1.1	7.7	5.0	-7.7	0.6	5.7	3.8	4.4
O=C(COC(=O)c1cc(=O)[nH]c2ccc(Br)cc12)c1ccccc1	6.5	0.2	0.9	-1.1	-3.6	-6.7	3.3	-0.8	0.9	3.3
CCOC(=O)N1C2c3ccccc3C(c3ccccc32)N1C(=O)OCC	-2.6	0.0	3.2	5.9	0.2	0.4	1.4	-12.6	11.0	0.3
COc1ccc([N+](=O)[O-])cc1NC(=O)COC(=O)c1ccccc1O	0.8	0.5	-3.5	-2.9	1.5	-1.4	-0.3	5.3	9.7	1.3
COc1cccc(CSc2nccn2C)c1	3.8	-0.1	-9.8	-7.5	-4.0	3.8	12.0	-10.2	1.3	-0.2
CC1=NNC(=O)C1CC(=O)N/N=C/c1ccc(C)o1 (stereo unspecified)	-4.3	-1.3	-6.2	4.7	-0.5	3.2	-4.4	4.7	-4.0	0.0
COC(C[C@@H]1O[C@@H]1[C@H](O)[C@@H](C)OCc1ccccc1)OC	-6.5	0.8	2.8	1.4	-3.2	-8.8	1.0	7.2	13.6	2.1
Cc1ccc(S(=O)(=O)CCC(=O)OCc2cc(C)ccc2C)cc1	4.8	0.4	-4.4	-0.8	0.6	5.4	1.7	-4.9	1.3	-0.3
Cc1cc(C=O)c(C)n1-c1ccc2c(c1)OCO2	4.1	0.6	-7.4	9.7	-9.1	0.5	1.6	-2.6	0.2	-7.5
Cc1ccc(-c2ccc(OC(=O)c3ccc(=O)[nH]c3)c(C)c2)cc1	0.1	0.6	-4.7	5.9	2.8	-4.5	5.9	2.9	-1.8	2.3
O=C(COC(=O)c1ccc(F)cc1)NC1CC1	-1.0	-0.4	1.9	-1.2	-2.1	0.9	2.4	-8.3	6.3	-1.1
CC(=O)Nc1cc(-c2cccc(C(=O)N(C)C)c2)cn2c(-c3ccccc3)cnc12	9.2	0.0	-37.7	-5.1	-13.3	-1.5	-1.3	-0.9	-3.3	-27.5
COc1ccc(-n2c(=S)[nH]c3sc(-c4ccccc4)cc3c2=O)c(OC)c1	6.4	0.2	-8.9	0.3	-0.6	6.4	-1.5	-12.6	-5.0	-2.0
Cc1cc(Br)cc2c1NC(=O)C2(O)CC(=O)c1ccco1 (stereo unspecified)	-2.9	0.9	-1.1	11.4	-0.5	5.1	0.3	-6.9	-0.7	1.4
COc1cc(CN2CCC(C(=O)N3CCN(c4ccccc4F)CC3)CC2)cc(OC)c1OC	2.4	-0.2	3.1	-10.6	0.5	0.5	-5.5	-6.6	0.5	1.8
O=C(c1cccc(F)c1)N1CCN(Cc2ccco2)CC1	-4.2	-0.1	-0.3	7.3	-5.8	-7.2	4.7	-2.7	2.5	1.2
COc1ccc(NC(=O)CCSc2ccc(C)cc2)cc1	2.7	0.0	-1.7	7.4	2.6	6.4	-1.0	-0.3	-2.0	-0.3
CC(C)(C)c1nc(NCCN2CCOCC2)c2nnn(Cc3ccccc3Cl)c2n1	-7.5	0.4	-1.3	4.1	7.0	1.4	-2.0	2.0	1.5	6.3
CCc1ccc(C2=NN(S(C)(=O)=O)C(c3cccs3)C2)cc1 (stereo unspecified)	-10.2	0.6	-4.5	4.1	-0.3	2.9	3.3	17.4	-0.4	-3.1
N=c1n(CC(=O)c2ccc([N+](=O)[O-])cc2)c2ccccc2n1Cc1ccc(Cl)cc1	3.5	-0.3	-3.2	7.8	-3.0	3.2	2.9	-5.4	0.2	-3.0
Cn1c(CNc2ccccc2F)nc2ccccc21	2.9	x	1.4	x	-0.8	-0.1	0.9	x	0.3	3.5
Cc1c2c(nc3c(C(=O)NC4CC4)cnn13)CCCC2	4.7	0.1	-0.9	3.0	-2.7	3.9	-0.5	-2.0	9.3	-3.8
CC(C)C[C@H]1CN([C@@H](Cc2ccc(O)cc2)CN2CCC[C@H]2CN2C(=O)C(=O)NC[C@@H]2Cc2ccccc2)C(=O)C(=O)N1CC1CCCCCC1	5.8	0.0	-0.5	-12.6	-2.8	0.0	4.8	-10.1	0.4	1.9
CCNS(=O)(=O)c1cc(-c2nnc(OC)c3ccccc23)ccc1C	-5.8	0.6	1.0	-1.2	1.6	1.4	1.1	2.3	2.1	4.0

Whole records from above. Order of values: DDE Tn7 FP inh	KLK7 zymogen act	PLCb3 inh	ARFGAP1 inhibitor	ADAM17 inh	Tn6 DDE FP	MBD2 inh	ASAP1 inh	UHRF1 binding	PLCg1 inh
Cn1c(CNc2ccccc2F)nc2ccccc21 in the list: 2.9	x	1.4	x	-0.8	-0.1	0.9	x	0.3	3.5
COc1ccc(NC(=O)CCSc2ccc(C)cc2)cc1 in the list: 2.7	0.0	-1.7	7.4	2.6	6.4	-1.0	-0.3	-2.0	-0.3

The list goes on:
SMILES	DDE Tn7 FP inh	KLK7 zymogen act	PLCb3 inh	ARFGAP1 inhibitor	ADAM17 inh	Tn6 DDE FP	MBD2 inh	ASAP1 inh	UHRF1 binding	PLCg1 inh
Cc1c(NC(=O)C(C)OC(=O)Cc2ccc(F)cc2)c(=O)n(-c2ccccc2)n1C (stereo unspecified)	-5.3	0.2	-2.5	-9.8	-5.0	-3.1	3.4	-8.2	1.4	5.5
CC(C)C(NC(=O)C(NC(=O)C1OC2OC(C)(C)OC2C2OC(C)(C)OC12)C(C)C)C(=O)O (stereo unspecified)	-2.0	0.1	3.2	0.0	-0.1	-2.5	1.3	12.4	-0.7	0.5
CCN(CCn1cccn1)C(=O)CCc1nnc(CCc2ccccc2OC)o1	2.1	0.1	1.6	-7.2	-0.2	-0.8	-2.2	6.1	-1.4	0.5
COc1ccc(S(=O)(=O)N2CCCCC2)cc1NC(=O)c1cccc(S(=O)(=O)N2CCOCC2)c1	0.0	-0.1	-5.3	7.2	-6.1	-4.8	-7.3	-4.5	-0.5	-1.5
